# Screens: PubChem, National Center for Advancing Translational Sciences (NCATS)
# HCMV inh: inhibitors of human cytomegalovirus. hit rate 4.5% among 410,000. activity change, negative = inhibition, % at 57.5 µM. HFF cells, HCMV-luciferase reporter, 72 h; hits give low values; in the data active = activity change below about -60%; inconclusive = no clear call, values can overlap the other calls; inactive = above about -39%
#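 Luciferase read-out from HCMV-luciferase-infected HFFs (MOI 1 PFU/cell) 72 h post infection at 37C; compounds added after 16 h cell attachment; activity normalized between buffer-only basal and Salinomycin (10uM) inhibitor controls.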
# AMA1 RON2 block: disrupts binding of P. falciparum AMA1 to RON2 | hit rate 0.2% among 360,000 | AID 720542 | AlphaScreen AMA1-biotinylated RON2 peptide binding | Potency, µM (highest dose often 58.2 µM), without a hit: top-dose activity change, negative = inhibition, hits mostly inhibitors;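 also: potency is read from the fitted curve at half-maximal effect; 0% = vehicle wells and -100% = peptide control; nearly all actives have a fitted effect of over 45% in size; some results filed as inactive show a strong effect at the top dose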
#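 AMA1 (3D7) with his tag at 25 nM final met compounds first, then biotinylated RON2 peptide at 25 nM; detection used donor plus acceptor beads, 10 µg/mL apiece, read by AlphaScreen after 30 min at room temperature.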
# AmpC inh no detg: AmpC beta-lactamase inhibition without detergent | P00811 | AmpC nitrocefin hydrolysis, absorbance 480 nm, 0.0001% Triton | Potency, µM (series often up to 57.1 µM), for the others: at the top dose activity change, negative = inhibition, hits mostly inhibitors | hit rate 0.52% among 330,000;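 also: potency is read from the fitted curve at half-maximal effect; plate controls were no compound for no effect and no enzyme for full effect; nearly all actives have a fitted effect of over 20% in size; some results filed as inactive show a strong effect at the top dose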
# Target sequence (P00811 whole entry, looked up): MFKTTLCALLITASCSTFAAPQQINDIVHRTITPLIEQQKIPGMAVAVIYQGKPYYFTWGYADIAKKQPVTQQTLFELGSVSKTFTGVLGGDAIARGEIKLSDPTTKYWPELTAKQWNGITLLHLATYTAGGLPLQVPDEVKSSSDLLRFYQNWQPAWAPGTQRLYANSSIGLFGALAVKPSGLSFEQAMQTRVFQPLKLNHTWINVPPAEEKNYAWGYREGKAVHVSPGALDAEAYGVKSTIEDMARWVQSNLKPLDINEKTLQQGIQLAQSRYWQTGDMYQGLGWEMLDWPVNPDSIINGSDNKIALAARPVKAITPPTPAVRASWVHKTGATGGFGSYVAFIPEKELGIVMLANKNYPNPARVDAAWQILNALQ
#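 20 mM phosphate pH 7.0 + 0.01% (detergent screen) or 0.0001% Triton X-100; 5.3 nM AmpC reagent; cpd preinc 15 min RT; nitrocefin (800 uM stock) to start; A480 q20 s × 4 min; Activity was normalised to no-enzyme and no-compound control wells.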
# Tb PYK inh: blocks Trypanosoma brucei pyruvate kinase | AID 624173 | hit rate 0.12% among 410,000 | Potency, µM (series often up to 76.8 µM), without a hit: at the top dose activity, negative = inhibition, hits mostly inhibitors | TbPYK enzyme, Kinase-Glo Plus ATP luminescence, 45 min; also: potency is read from the fitted curve at half-maximal effect; nearly all actives have a fitted effect of over 50% in size
#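 Readout: single end-point luminescence (Kinase-Glo Plus, 10 min). Reaction conditions were TbPYK/substrate plus 130 uM ADP, 45 min at RT, pH 7.2 TEA buffer. No-enzyme wells served as controls, and data were normalized before concentration-response fitting.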
# AmpC detergent: inhibitors of E. coli AmpC beta-lactamase with detergent; P00811; AmpC hydrolysis of nitrocefin, absorbance 480 nm, 0.01% Triton; hit rate 0.041% among 370,000; Potency, µM (doses to about 114 µM), without a hit: at the top dose activity change, negative = inhibition, usual class: inhibitors;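 also: potency is read from the fitted curve at half-maximal effect; 0% = no-compound wells and -100% = no-enzyme wells; nearly all actives have a fitted effect of over 25% in size; some results filed as inactive show a strong effect at the top dose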
#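 20 mM phosphate pH 7.0 + 0.01% (detergent screen) or 0.0001% Triton X-100; 5.3 nM AmpC reagent; cpd preinc 15 min RT; nitrocefin (800 uM stock) to start; A480 q20 s × 4 min; Activity was normalised to no-enzyme and no-compound control wells.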
# LmPK inhibitor: LmPK (Leishmania mexicana) enzyme inhibition; purified LmPK, Kinase-Glo ATP luminescence, 1 h; Potency, µM (series often up to 57.5 µM), without a hit: at the top dose activity change, negative = inhibition, usual class: inhibitors; hit rate 0.37% among 290,000; AID 1721; also: potency is read from the fitted curve at half-maximal effect
# Target sequence (Q27686 whole entry, looked up): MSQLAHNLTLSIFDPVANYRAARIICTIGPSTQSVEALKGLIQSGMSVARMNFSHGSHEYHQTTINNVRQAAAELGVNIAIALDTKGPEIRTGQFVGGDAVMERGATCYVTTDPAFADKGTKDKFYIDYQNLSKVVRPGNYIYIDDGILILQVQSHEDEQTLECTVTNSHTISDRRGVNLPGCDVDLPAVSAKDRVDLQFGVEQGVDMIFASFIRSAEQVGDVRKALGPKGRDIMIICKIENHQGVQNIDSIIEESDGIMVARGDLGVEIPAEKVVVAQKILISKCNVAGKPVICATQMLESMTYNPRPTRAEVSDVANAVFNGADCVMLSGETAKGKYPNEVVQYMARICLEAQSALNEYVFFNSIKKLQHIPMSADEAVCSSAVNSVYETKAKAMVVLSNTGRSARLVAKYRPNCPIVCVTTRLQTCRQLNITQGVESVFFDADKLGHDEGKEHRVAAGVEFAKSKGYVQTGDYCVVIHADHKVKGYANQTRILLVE
#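 0.1 nM LmPK, 0.5 mM PEP, 0.1 mM ADP; 50 mM imidazole pH 7.2, 7 mM MgCl2, 50 mM KCl; 1 h RT. Kinase-Glo luminescence readout, normalized to no-enzyme (full inhibition) and uninhibited wells.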
# HCV inhibitor: inhibitors of hepatitis C virus infection; hit rate 3.4% among 340,000; Potency, µM (series often up to 41.8 µM), inactives show at the top dose activity change, negative = inhibition, most hits filed as inhibitors; Huh7.5.1 HCVcc-Cre infection, luciferase reporter, 44 h; AID 651820; also: potency is read from the fitted curve at half-maximal effect
#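 Luciferase read-out (15 sec integration) after a 15 min room-temperature substrate step quantifies HCVcc-Cre infection. Cells, 1,000 per well, had compound added 4 h post-plating, then virus at ~0.5 moi, and were cultured 44 h.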
# Active calls of the source: *; ? = inconclusive; . = no result given; & = joins results of further samples; [ ] = dose if it differs, or a comment. Unless noted, calls follow the shape of the dose curve; as a rule, active = well fitted curve in the direction sought with a large enough effect; inconclusive = small, poorly fitted or top-dose-only effect, or another doubt; inactive = no such curve, though single readings can be large; an effect the other way counts as inactive or inconclusive. Unless noted, % is scaled to controls: 0 for no effect and ±100 for the full control effect.
SMILES,HCMV inh,AMA1 RON2 block,AmpC inh no detg,Tb PYK inh,AmpC detergent,LmPK inhibitor,HCV inhibitor
CCN(CC)S(=O)(=O)c1cccc(C(=O)Nc2nnc(C)s2)c1,-29,23%,8%,1%,2%,-1%,-13%
CCN(CC)S(=O)(=O)c1cccc(NC(=O)Nc2cccc(C(F)(F)F)c2)c1,.,-5%,-51%,4%,?,7%,2µM*
COc1cc(CN2CC(=O)N(c3cccc(Cl)c3C)C2=S)cc(OC)c1OC,-63*,-10%,44%,2%,-6%,0%,-20%
COc1ccc(N(CC(=O)NCCSC2CCCCC2)S(=O)(=O)c2ccccc2)c(OC)c1,-31,.,55%,.,4%,-4%,.
CC(C)CC(=O)NNC(=O)C(C)C,37,1%,-4%,0%,0%,0%,9%
COc1ccc(Cn2c(C3CC3)nc3ccc(NC(C)=O)cc3c2=O)cc1,157,17%,30%,-9%,?,-22%,-13%
Cc1ccc(S(=O)(=O)NC(C)C(=O)Nc2ccccc2C(=O)N2CCCC2)cc1 (stereo unspecified),-36,-6%,29%,5%,-3%,-1%,?
COC(=O)/C=C/C(=O)N1CCN(c2ccccc2C)CC1,-15,-12%,-16%,2%,-9%,4%,-1%
O=C(Nc1ccccc1N1CCN(c2ccc(F)cc2)CC1)C12CC3CC(CC(C3)C1)C2,23,-6%,-20%,-10%,-1%,4%,-2%
CCCCn1c(=O)c2c(nc3n2CCCN3Cc2ccccc2)n(C)c1=O,-19,-9%,-14%,0%,3%,-1%,-9%
COC(=O)CCCCCCCCC(O)C[N+]1(C)CCOCC1 (stereo unspecified),35,12%,-11%,4%,-1%,-6%,7%
CCC(=O)Nc1ccccc1Nc1cc(C#N)c(C#N)cc1[N+](=O)[O-],-9,3%,-21%,0%,-12%,4%,-29%
CC(=O)NS(=O)(=O)c1ccc(NC(=O)/C=C/c2ccccc2)cc1,?,-4%,-2%,-5%,-2%,1%,17%
COc1ccccc1NC(=O)CSC(N)=O,35,10%,-33%,-1%,?,18%,-14%
Cc1[nH]c2ccccc2c1/C=C/c1nc2ccccc2c(=O)[nH]1,96,-2%,-9%,-4%,1%,0%,-24%
CCOc1ncccc1C(=O)N1CCN(S(=O)(=O)c2ccc3c(c2)OCCO3)CC1,-13,-1%,61%[activator],0%,-2%,.,11%
COc1ccc(C(=O)O)cc1S(=O)(=O)NCc1cccnc1,-35,11%,-9%,-5%,-2%,1%,13%
CC(=O)Nc1nc(C(=O)Nc2c(C)n[nH]c2C)cs1,8,29%,-5%,-8%,-18%,-5%,12%
CC(C)C[C@H]1CN([C@@H](Cc2ccc(O)cc2)CN2CCC[C@@H]2CN2C(=O)C(=O)NC[C@@H]2Cc2ccccc2)C(=O)C(=O)N1CC1CCCCC1,?,1%,.,-3%,.,.,15%
COC(=O)c1ccc(NC(=O)Nc2ccc3c(c2)OCO3)cc1,.,-4%,-23%,-4%,6%,-6%,-13%
OC(C#CCCN1CCCCC1)(c1ccccc1)C1CCCCC1 (stereo unspecified),6,5%,-7%,-3%,5%,2%,?
CCN1CCN(c2ccc(S(=O)(=O)N3CCCCC3)cc2NC(=O)c2cccc(Cl)c2)CC1,-1,11%,218%[activator],-1%,-17%,.,?
Cc1ncc2c(n1)-c1cc(F)ccc1SC2,-12,0%,3%,-5%,-1%,-6%,-5%
CC(C)(C)NCC(O)COCc1ccc(Cl)cc1 (stereo unspecified),4,7%,-8%,-14%,2%,-6%,0%
O=C(Nc1nccs1)c1ccc(COc2ccccc2Cl)o1,24,66%[activator],-50%,-2%,3%,9%[11.5 µM],?

# 5 consecutive entries out of the list so far, quoted:
SMILES,HCMV inh,AMA1 RON2 block,AmpC inh no detg,Tb PYK inh,AmpC detergent,LmPK inhibitor,HCV inhibitor
COC(=O)c1ccc(NC(=O)Nc2ccc3c(c2)OCO3)cc1,.,-4%,-23%,-4%,6%,-6%,-13%
OC(C#CCCN1CCCCC1)(c1ccccc1)C1CCCCC1 (stereo unspecified),6,5%,-7%,-3%,5%,2%,?
CCN1CCN(c2ccc(S(=O)(=O)N3CCCCC3)cc2NC(=O)c2cccc(Cl)c2)CC1,-1,11%,218%[activator],-1%,-17%,.,?
Cc1ncc2c(n1)-c1cc(F)ccc1SC2,-12,0%,3%,-5%,-1%,-6%,-5%
CC(C)(C)NCC(O)COCc1ccc(Cl)cc1 (stereo unspecified),4,7%,-8%,-14%,2%,-6%,0%

# The listing continues:
SMILES,HCMV inh,AMA1 RON2 block,AmpC inh no detg,Tb PYK inh,AmpC detergent,LmPK inhibitor,HCV inhibitor
C[C@H](CO)N1C[C@H](C)[C@H](CN(C)S(=O)(=O)c2cn(C)cn2)OCc2cnnn2CCCC1=O,18,17%,.,1%,.,.,.
CCOc1ccc(C(=O)NC2CCN(S(=O)(=O)c3ccccc3)CC2)cc1,-25,?,1%,-12%,0%,-1%,?
O=C(CCn1nc(-c2ccc(Cl)cc2)c2ccccc2c1=O)NCC1CCCO1 (stereo unspecified),?,-8%,159%[activator],-4%,-12%,-6%,0%
O=S1(=O)CCC(NC(=S)Nc2ccc3ccccc3c2)C1 (stereo unspecified),9,5%,-28%,-5%,2%,3%,-3%
Cc1cc(C(=O)CSc2nnc(NCc3ccccc3)s2)c(C)n1C,-2,-12%,-32%,-7%,?,1%,?
COc1ccc(CCNc2nc(SCc3ccc(Cl)cc3)nc3ccccc23)cc1OC,-25,.,.,2%,-5%,.,.
Cc1cc2n(n1)C(c1ccco1)Nc1ccccc1-2 (stereo unspecified),-14,26%,100%[activator],5%,-10%,6%,?
CCCCn1nnc(N(C(=O)c2cccs2)C(=O)c2cccs2)n1,1,9%,-25%,-10%,2%,-5%,16%
CC(C)(C)c1csc(NC(=O)c2ccccc2O)n1,-94*,-21%,-36%,-1%,-6%,-9%,22µM*
O=C(Nc1ccc(F)cc1)NC1(C(=O)NCc2ccc3c(c2)OCO3)CCCCC1,25,1%,-16%,-7%,-5%,4%,-27%
COc1cc2c(cc1OC)CN(C(=S)Nc1ccccc1)CC2,-25,-11%,-12%,-12%,-7%,0%,-21%
NC(=O)c1ccsc1NC(=O)COC(=O)CCOc1ccccc1,-22,-11%,-32%,-5%,4%,10%,10%
Cc1nn(CC(=O)N2CCN(Cc3ccccc3)CC2)c(=O)c2ccccc12,-13,1%,-3%,2%,?,-1%,-3%
CCOC(=O)CC(=O)CSc1nc2c(cc1C#N)CCCCCC2,24,31%[activator],-10%,12%,?,-10%,6%
CC(C)N1CC(C(=O)Nc2ccc(S(=O)(=O)N3CCCCC3)cc2)CC1=O (stereo unspecified),51,-6%,-2%,-29%,5%,-1%,0%
CC1=C(C(=O)N(C(C)C)C(C)C)CC(CC(=O)NCc2cccc3ccccc23)C(=O)N1CCC1=CCCCC1 (stereo unspecified),?,-5%,.,1%,.,.,.
CCOC(=O)N/N=C(/c1ccccc1)C1CCCCC1,-14,-2%,5%,7%,-3%,4%,-7%
O=C(CN1C(=O)NC2(CCCC2)C1=O)Nc1cccc(Cl)c1,27,9%,-1%,-7%,0%,5%,11%
COc1ccc(C2C(C(=O)N3CCCCC3)CCC(=O)N2c2cc(OC)c(OC)c(OC)c2)cc1 (stereo unspecified),.,5%,56%,-3%,3%,-1%,2%
CC(=O)NNc1nc(-c2ccccc2)cs1,-14,66%[activator],-45%,-15%,2%,0%,-11%
CC(CNC(=O)c1ccc2nc(Cc3ccccc3)oc2c1)c1ccccc1 (stereo unspecified),5,.,.,1%,-3%,.,.
C/C(=N/NC(=O)c1sc(NS(=O)(=O)c2ccccc2)nc1C)c1ccc(F)cc1,-18,2%[2.32 µM],-30%,-6%,-10%,2%,6%
Cc1csc(NC(=O)CSc2nnc(C)n2Cc2ccco2)n1,3,2%,-13%,1%,-13%,0%,-8%
CN(C)c1ccc(-c2noc(C3CCN(S(=O)(=O)c4cccc(Cl)c4)CC3)n2)cc1,?,-2%,-7%,1%,10%,7%,?
CCCCn1cc(S(=O)(=O)c2ccc(C)cc2)c(=O)c2cc(F)c(N3CCCCC3)cc21,-8,.,.,0%,3%,.,.

# Next section (two carried over from the part before).
SMILES,HCMV inh,AMA1 RON2 block,AmpC inh no detg,Tb PYK inh,AmpC detergent,LmPK inhibitor,HCV inhibitor
CN(C)c1ccc(-c2noc(C3CCN(S(=O)(=O)c4cccc(Cl)c4)CC3)n2)cc1,?,-2%,-7%,1%,10%,7%,?
CCCCn1cc(S(=O)(=O)c2ccc(C)cc2)c(=O)c2cc(F)c(N3CCCCC3)cc21,-8,.,.,0%,3%,.,.
O=C(O)c1ccc(N/N=C/c2ccc(-c3ccc(Cl)cc3Cl)o2)cc1,-8,6%,-52%,0%,-3%,0%,-27%
CC1ON=C(c2ccccn2)N(Cc2ccc(S(C)(=O)=O)cc2)C1=O (stereo unspecified),-15,5%,.,-3%,.,.,.
O=C(NCCCN1CCOCC1)C1CCC(=O)N1C1CCCCC1 (stereo unspecified),26,3%,-14%,-3%,3%,3%,11%
Cc1cc2cc(C)c3nnc(SCc4ccccn4)n3c2cc1C,-65*,16%,-13%,2%,-12%,0%,?
Cc1cc(=O)[nH]c(SCC(=O)Nc2ccc(S(=O)(=O)N3CCCCC3)cc2)n1,-17,17%,-46%,.,-4%,8%,-3%
CC(C)n1cnnc1SCC(=O)NNC(=O)COc1ccc(Cl)cc1,-4,89%[activator],?,3%,-3%,.,15%[8.37 µM]
O=C(CN1CCN(c2ncc(C(F)(F)F)cc2Cl)CC1)Nc1ccc2c(c1)OCO2,8,-5%,-2%,-3%,2%,2%,2%&-18%

# Quoted from the listing:
# For Tb PYK inh, CC(C)n1cnnc1SCC(=O)NNC(=O)COc1ccc(Cl)cc1 is entered as 3%
# For Tb PYK inh, CC1ON=C(c2ccccn2)N(Cc2ccc(S(C)(=O)=O)cc2)C1=O (stereo unspecified) is entered as -3%
